Screening results: PubChem, The Scripps Research Institute Molecular Screening Center
TbREL1 primary: TbREL1 RNA ligase inhibitors, primary screen, biochemical, FRET fluorescence | TbREL1 RNA ligation | RNA-editing ligase 1, mitochondrial (Trypanosoma brucei brucei), P86926 | 89,000 tested, 0.49% active | inhibition, % at 9.66 µM;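 active means inhibition above the mean inhibition across all screened compounds plus 3 SD, cut at about 11% in these data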;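 further: 0% = plate median of test wells and 100% = NSC42067 control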
Target sequence (P86926 whole entry, looked up): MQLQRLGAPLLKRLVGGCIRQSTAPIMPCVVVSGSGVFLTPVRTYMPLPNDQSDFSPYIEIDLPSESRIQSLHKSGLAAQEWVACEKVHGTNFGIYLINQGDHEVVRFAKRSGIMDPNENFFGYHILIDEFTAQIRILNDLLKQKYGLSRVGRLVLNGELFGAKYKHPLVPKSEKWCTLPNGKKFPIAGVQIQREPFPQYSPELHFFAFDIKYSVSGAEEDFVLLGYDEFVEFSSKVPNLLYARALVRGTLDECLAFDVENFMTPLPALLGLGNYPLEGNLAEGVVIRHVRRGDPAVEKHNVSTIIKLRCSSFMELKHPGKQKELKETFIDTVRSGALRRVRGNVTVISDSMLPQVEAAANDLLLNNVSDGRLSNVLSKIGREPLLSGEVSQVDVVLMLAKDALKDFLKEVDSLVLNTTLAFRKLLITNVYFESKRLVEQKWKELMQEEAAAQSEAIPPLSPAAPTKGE
Starred values were filed as active, the others as inactive. Not all compounds are listed; rates above refer to the full screens.

SMILES | TbREL1 primary
CCOC(=O)C1CCCN(C(=S)NC2CCCCC2)C1 (stereo not drawn) | -6
S=C(Nc1ccc(Oc2ccccc2)cc1)NC1CCCCCC1 | -4
O=C(N/N=C1/CCCc2ccccc21)c1cc([N+](=O)[O-])cc([N+](=O)[O-])c1 | 6
CCN(CC)c1ccc(C=C2C(=O)OC3(CCCC3)OC2=O)cc1 | 5
O=S1(=O)CC(N2CCCC2)CN1Cc1ccc(F)cc1 (stereo not drawn) | 2
CC(C)(C)c1cc(CN(CCO)CCO)cc(C(C)(C)C)c1O | 6
O=C(CNC(=O)c1ccc(Br)cc1)NCCc1nc2ccccc2[nH]1 | -4
O=S(=O)(NCCc1cn2ccccc2n1)c1ccc(-c2ccccc2)cc1 | 1
CC(C)(C)c1cn(-c2ccc(Cl)cc2)c(=S)[nH]1 | -6
O=C(NC(c1cccnc1)C(F)(F)F)c1cc(COc2ccc3c(c2)CCCC3)on1 (stereo not drawn) | 1
CCN1CCN(C(=O)c2ccc(CNS(=O)(=O)c3cccc(OC)c3)cc2)CC1 | -2
CCCCOC(=O)Nc1ccc(S(=O)(=O)Nc2ncccn2)cc1 | -2
Cc1ccc(C(=O)Nc2ccc3c(c2)OCO3)o1 | 1
COc1ccccc1N(C)S(=O)(=O)c1ccc(Cl)c(C(=O)Nc2ccncc2)c1 | 0
CCn1c(=O)c(C(=O)CN(C)Cc2ccc(F)cc2)c(N)n(Cc2ccccc2)c1=O | -1
CC(NC(=O)CN(C)Cc1cccc(Cl)c1)c1ccccc1 (stereo not drawn) | 0
O=C(c1ccco1)N1CCN(c2cc(=O)n(-c3ccc(Cl)cc3)c(=O)[nH]2)CC1 | -5
CCc1ccc(/C=C2\CN(CC)Cc3c2nc2ccccc2c3C(=O)O)cc1 | -1
COc1ccc(C2=Nn3c(nnc3-c3ccco3)SC2)cc1 | 8
S=c1nc(-c2ccccc2)n(CCCN2CCOCC2)c2c1CCCC2 | 3
Cc1cc(C)c(OCC(=O)OCC(=O)N2c3ccccc3CC2C)c(C)c1 (stereo not drawn) | 1
O=C(Nc1ccc(C(=O)O)cc1)/C(=C\c1ccco1)NC(=O)c1ccc(Br)cc1 | 0
COc1ccccc1C(=O)C1CCCN(C(=O)Nc2ccccc2F)C1 (stereo not drawn) | -3
CC(=O)CSc1nc(N)c(C#N)c(-c2cccs2)c1C#N | 3
Nc1[nH]n(-c2c(Cl)cc(Cl)cc2Cl)c(=O)c1N=Nc1ccc(S(=O)(=O)Nc2ncccn2)cc1 | 0
COc1cccc(CNC(=O)c2cccc(S(=O)(=O)N3CCN(c4ccc(F)cc4)CC3)c2)c1 | 1
O=C(Cc1ccccc1)Nc1nnc(-c2cccc([N+](=O)[O-])c2)s1 | 1
COC(=O)[C@]12C[C@H](CC(=O)NCC3CCCCC3)C(=O)N(Cc3ccc4c(c3)OCO4)C1=C[C@H](C(C)C)O[C@@H]2C1CC1 | 2
Cc1ccc(-n2c(C)nc3c(cnn3-c3ccc(F)cc3)c2=O)cc1C | 1
Cc1c(C(=O)NCCSCc2c(Cl)cccc2Cl)cccc1[N+](=O)[O-] | -1
O=C(NNc1c2ccccc2nc2ccccc12)c1cccc(O)c1 | -1
COc1cccc(NC(=O)CCc2nc(-c3ccccc3F)no2)c1 | 0
CCc1cccc(C)c1NC(=O)N(C)C1CCCCC1 | 5
Cc1cc2nn(-c3cccc4ccccc34)nc2cc1NC(=O)c1cccs1 | 2
CCOC(=O)C1CCN(C(=S)Nc2ccc(CC)cc2)CC1 | -1
O=C(NC1CCCC1)C(c1ccc(F)cc1)N(C(=O)c1csnn1)c1ccccc1 (stereo not drawn) | -3
O=C(c1ccc2c(c1)OCCO2)C1CCN(C(=O)Nc2ccc(F)cc2)CC1 | -1
Cn1c(C(=O)NCCCN2CCCCC2)cc2sccc21 | -1
COc1ccc(C(=O)NNC(=O)CSc2nnc(COc3ccccc3OC)n2C)cc1 | -1
COc1ccc(OC)c(NC(=O)CN2C(=O)COc3ccc(C)cc32)c1 | 0
COc1cc(C(=O)O)nc(OC)n1 | 2
Cc1occc1C(=O)NNC(=O)c1ccccc1C(=O)O | 6
Cc1[nH]c(=O)c(C#N)c(C)c1CCC(=O)N(C)CC(=O)Nc1ccc(Cl)c(Cl)c1 | 3
C=CCN(CC=C)S(=O)(=O)c1ccc(F)cc1 | 0
COc1ccc(-c2oc3ccccc3c2C#CC(C)(C)O)cc1 | 5
C=CCNC(=O)c1cc2c(=O)c3ccccc3oc2nc1C | 11
COC(=O)[C@]12C[C@H](CC(=O)NCCC(C)C)C(=O)N(Cc3ccc(Cl)cc3Cl)C1=C[C@H](C1CCCC1)O[C@@H]2C | -3
C/C(=N\NC(=O)c1cc(O)ccc1O)c1cccc(NC(=O)c2ccc(Cl)cc2)c1 | 6
CCOC(=O)C1=NNC2(c3ccc(Cl)cc3)C(=O)N(c3cc(C)cc(C)c3)C(=O)C12 (stereo not drawn) | 0
O=C(Cn1nc(-c2ccccc2)ccc1=O)NCCc1cccc(F)c1 | -2
CCOC(=O)C1CCN(Cc2oc(CO)cc(=O)c2O)CC1 | 2
CC(C)OCCCNC(=O)CCSc1ccc(Cl)cc1 | -3
CCCCCCCCCCOC(=O)c1csc2nnsc12 | -1
Cc1ccccc1Nc1nc(N)nc(CSCc2c(C)noc2C)n1 | 4
CCOC(=O)NN1C(=O)c2ccccc2NC1c1ccccc1F (stereo not drawn) | 0
O=C(NCCO)/C(=C\c1cccs1)NC(=O)c1cccs1 | -4
CCOC(=O)c1cc(C(=O)c2cc(Br)ccc2O)coc1=N | -3
CCCN1CCC(=O)N(CCOc2ccccc2)CC1 | 0
COc1ccc2cc(C3(C)NC(=O)NC3=O)ccc2c1 (stereo not drawn) | 1
Cc1cc(C(=O)OCC(=O)Nc2ccc(S(=O)(=O)N3CCOCC3)cc2)c(C)o1 | -2

Entries listed so far with a COOH group:
SMILES | TbREL1 primary
CCc1ccc(/C=C2\CN(CC)Cc3c2nc2ccccc2c3C(=O)O)cc1 | -1
O=C(Nc1ccc(C(=O)O)cc1)/C(=C\c1ccco1)NC(=O)c1ccc(Br)cc1 | 0
COc1cc(C(=O)O)nc(OC)n1 | 2
Cc1occc1C(=O)NNC(=O)c1ccccc1C(=O)O | 6

Going on with the list:
SMILES | TbREL1 primary
CN(CC1COc2ccccc2O1)C(=O)c1cccc(S(=O)(=O)N2CCCC2)c1 (stereo not drawn) | 0
CCSc1nnc(-c2cc(Br)ccc2N=Cc2c(C)[nH]n(-c3ccccc3)c2=O)c(=O)[nH]1 | 0
COc1cccc(C(=O)NC(=S)Nc2ccc(N3CCCC3)cc2)c1 | -2
O=C(NCCS(=O)(=O)N1CCN(c2ccccc2)CC1)c1ccc2c(c1)OCO2 | -1
Cc1ccc(-c2noc(CSc3nnc(-c4ccncc4)n3-c3ccc(F)cc3)n2)cc1 | -1
O=C(O)c1c[nH]c2ccc(S(=O)(=O)N3CCOCC3)cc12 | -1
O=C(Cn1cc2c(n1)CCCC2)NCCc1ccccc1 | -1
CC1(C)OC(=O)C(C(c2ccccc2)C(C#N)C(N)=O)=C(O)O1 (stereo not drawn) | 5
Cc1cc(C)cc(OCC(=O)OCc2cc([N+](=O)[O-])cc3c2OCOC3)c1 | 6
COC(=O)[C@]12CCCCC=C1N(CCC1=CCCCC1)C(=O)[C@H](CC(=O)NCc1ccc(C)o1)C2 | -7
Cc1ccc(CN2CCCCC(NC(=O)c3ccccc3C)C2=O)cc1 (stereo not drawn) | 0
Cc1[nH]n(-c2ccc([N+](=O)[O-])cc2)c(=O)c1C=NCCc1ccc(S(N)(=O)=O)cc1 | 0
CCOC(=O)c1ccccc1NC(=O)Cn1cnc2c(cnn2C(C)(C)C)c1=O | -2
O=C(Nc1cccc(C(F)(F)F)c1)OCc1ccncc1 | 0
Cc1ccc(CNC(=O)CCC(=O)N2CC(C)Sc3ccccc32)cc1 (stereo not drawn) | 0
CC1(C)Cc2c(cnn2-c2ccc(F)cc2)C(NC(=O)CCN2CCCCO2)C1 (stereo not drawn) | -3
COc1ccc(-c2nc3ccc(Cl)cn3c2NC2CCCCC2)cc1SC1CCCCC1 | 0
CCOC(=O)CC1C(=O)NCCN1C(=O)COc1ccc(C(C)(C)C)cc1 (stereo not drawn) | 2
C=CCSc1nc2c(c(=O)[nH]1)C(c1ccccc1)C(C#N)=C(N)O2 (stereo not drawn) | -1
Cc1c(Cl)cccc1-n1c(SCC(=O)N2CCC(C(=O)O)CC2)nc2ccccc2c1=O | 1
COC(=O)c1ccc(CN2C(=O)C(Cc3ccccc3)ON=C2c2ncccc2C)o1 (stereo not drawn) | -3
O=C(C1CCC(=O)N(C2CC2)C1)N1CCN(c2ccccc2Cl)CC1 (stereo not drawn) | -1
C[C@H]1CN([C@@H](C)CO)C(=O)c2cc(-c3ccccc3F)cnc2O[C@@H]1CN(C)C(=O)NC1CCCCC1 | -2
Cc1cc2oc(=O)cc(CN3CCN(S(=O)(=O)/C=C/c4ccccc4)CC3)c2cc1C | 1
COc1cccc(CNC(=O)C2CCN(S(=O)(=O)c3cccc4cccnc34)CC2)c1 | 4
COc1ccccc1Nc1nc(N)nc(-c2cc3ccccc3o2)n1 | 0
CCc1ccc(NC2=CC(=O)CC(c3ccco3)C2)cc1 (stereo not drawn) | -3
Cc1ccnc(NS(=O)(=O)c2ccc(NS(=O)(=O)Cc3ccccc3)cc2)n1 | 0
C[C@H](CO)N1C[C@H](C)[C@@H](CN(C)C(=O)Nc2ccccc2)Oc2c(NS(=O)(=O)c3ccc(F)cc3)cccc2C1=O | -2
O=C(O)c1nn(Cc2ncc(-c3cccc(Cl)c3)o2)c(=O)c2ccccc12 | -1
O=C(C1CC1)N1CCc2cc(S(=O)(=O)NCc3ccccc3)ccc21 | -4
COc1ccccc1CNC(=O)N1CCC(c2nc3ccc(Cl)cc3[nH]2)CC1 | 1
COC(=O)c1c(C)[nH]c(C(=O)C(C)OC(=O)C2CC2)c1C (stereo not drawn) | -1
CC(=O)Nc1sc(NC(=O)c2ccco2)nc1-c1cccs1 | -3
CCOC(=O)c1c(C)[nH]c(C(C)=O)c1C | 0
CC(C)(C)NC(=O)C1CC(=O)OC1(C)C (stereo not drawn) | 7
CCCCCCSc1ccc([C@@H]2[C@@H]3C(=O)N(C)C(=O)[C@@H]3[C@]3(C(=O)OC)CCCCN23)cc1OC | -1
CNC(=O)c1ccc(NC(=O)C2CCN(S(=O)(=O)c3cccc(C(F)(F)F)c3)CC2)cc1 | -1
COc1cc(-c2noc(C)c2/C=C/c2ccc(OC(C)=O)cc2)cc(OC)c1OC | -1
C=C1c2cc(OC)ccc2NC(=O)N1CC | 0
O=C(NNc1nc(N2CCCC2)nc(N2CCCC2)n1)c1ccccc1 | -1
O=C(NCC1CCCO1)c1ccc(CS(=O)(=O)c2ccc(Br)cc2)o1 (stereo not drawn) | -2
Cc1cc(C)c(NC(=O)CNC(=O)CN(C)Cc2ccc(Br)s2)c(C)c1 | -2
NC(=O)C1(N2CCCCC2)CCN(C(=O)CSc2nc3ccccc3[nH]2)CC1 | -2
Cc1ccc(N2C(=O)C3ON(c4ccccc4)C(c4ccncc4)C3C2=O)c(C)c1 (stereo not drawn) | -3
O=C(NC(O)C(=O)c1ccccc1)c1ccc(F)cc1 (stereo not drawn) | 0
CN1C(=O)C2(c3ccccc31)C1CCCC=C1C(C#N)=C(N)C2(C#N)C#N (stereo not drawn) | -5
CCn1c(SCCC(=O)Nc2ccccc2)nnc1-c1ccc(OC)cc1 | -2
COc1cc(OC)c2c(-c3ccccc3)cc(=O)oc2c1C(CCN1CCN(c2ccccc2)CC1)c1ccc(N(C)C)cc1 (stereo not drawn) | -4
Cc1ccc(N(CN2C(=O)C3CC=CCC3C2=O)C(=O)c2ccco2)cc1Cl (stereo not drawn) | 1
CC(=NNC(=O)CSc1nnc(-c2ccc(C(C)(C)C)cc2)n1-c1ccccc1)c1cccc2ccccc12 | -2
Cc1ccc(OCCC(=O)OCC(=O)c2ccc3c(c2)NC(=O)CO3)cc1 | -4
CC(c1ccon1)N(C)C(=O)CCc1nnc(C2(c3ccc(Cl)cc3)CCC2)o1 (stereo not drawn) | -2
CCCN(CCC)CCNC(=O)C1CC(=O)N(c2ccc(OC)cc2)C1c1ccc(OC)cc1 (stereo not drawn) | -2
CC(=O)c1cnn(-c2ccc(Cl)c(Cl)c2Cl)c1C | 2
Brc1ccc(-c2nnc3n2-c2ccccc2CC3)cc1 | 1

Structures shown so far with a nitro group on carbon:
SMILES | TbREL1 primary
O=C(N/N=C1/CCCc2ccccc21)c1cc([N+](=O)[O-])cc([N+](=O)[O-])c1 | 6
O=C(Cc1ccccc1)Nc1nnc(-c2cccc([N+](=O)[O-])c2)s1 | 1
Cc1c(C(=O)NCCSCc2c(Cl)cccc2Cl)cccc1[N+](=O)[O-] | -1
Cc1cc(C)cc(OCC(=O)OCc2cc([N+](=O)[O-])cc3c2OCOC3)c1 | 6
Cc1[nH]n(-c2ccc([N+](=O)[O-])cc2)c(=O)c1C=NCCc1ccc(S(N)(=O)=O)cc1 | 0

Structures shown so far that have a cyano group:
SMILES | TbREL1 primary
CC(=O)CSc1nc(N)c(C#N)c(-c2cccs2)c1C#N | 3
Cc1[nH]c(=O)c(C#N)c(C)c1CCC(=O)N(C)CC(=O)Nc1ccc(Cl)c(Cl)c1 | 3
CC1(C)OC(=O)C(C(c2ccccc2)C(C#N)C(N)=O)=C(O)O1 (stereo not drawn) | 5
C=CCSc1nc2c(c(=O)[nH]1)C(c1ccccc1)C(C#N)=C(N)O2 (stereo not drawn) | -1
CN1C(=O)C2(c3ccccc31)C1CCCC=C1C(C#N)=C(N)C2(C#N)C#N (stereo not drawn) | -5
